S1P1 ag pot: S1P1 agonists and agonism potentiators, primary screen, cell-based, primary and confirmation screens, CRE-bla reporter; Sphingosine 1-phosphate receptor 1 (Homo sapiens), P21453; AID 449, 2006; 0.57% of 56,000 active; activation, % at 9.5 µM; S1P1 CRE-bla cells, forskolin, beta-lactamase FRET, potentiator mode; S1P1 agonist co-added at EC20, 2 nM; 100% = saturating reference agonist, 0% = basal;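 active means activation above a cutoff set at the mean activation of all tested compounds plus 3 SD, cut at about 54% in these data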;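 further: forskolin at 4 µM as EC80 and the EC20 agonist is SEW2871; 100% = SEW2871 at its EC100 plus forskolin at EC80; some compounds past the cut are filed as inactive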
D1 mod: D1 CRE-luciferase signal change, two-sided – cell-based, HEK293 D1, dopamine EC30, D1 allosteric modulator project, primary screen; D(1A) dopamine receptor (Homo sapiens), P21728; dopamine EC30 potentiation; actives deviate in either direction; B-score at 10 µM; 5.9% of 58,000 active; AID 641, 2007;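 active means luminescence count or its row- and column-corrected plate score outside the 99.7% band of the plate's sample wells, on either side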
HEK293 NFkB inh: inhibitors of PMA/ionomycin-induced NF-kB reporter, primary screen, antigen receptor NF-kB inhibitor project, cell-based, HEK-293 luciferase reporter, luminescence; HEK-293 NF-kB luciferase reporter; inhibition, % at 3 µM; 0.21% of 62,000 active;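 active means inhibition above the mean of all tested compounds plus 3 SD, cut at about 40% in these data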;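 further: 0% = stimulated DMSO wells and 100% = 10 µM reference inhibitor 5653914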
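Reagent: PMA plus ionomycin mix as NF-kB-activating stimulus. Assay system: NF-kB luciferase reporter HEK-293 cells. Technique: luminescence from luciferase substrate reagent. Incubation: 1 h compound pre-incubation, 16 h PMA/ionomycin at 37 °C. Benchmarks: DMSO only as uninhibited control, 10 µM reference inhibitor as full inhibition. Repeats: tested once.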
S1P3 ag: human S1P3 receptor agonists, primary screen, cell-based, primary and confirmation, NFAT-BLA reporter. Sphingosine 1-phosphate receptor 3 (Homo sapiens), Q99500. S1P3 NFAT-BLA reporter cells, agonism, FRET ratio; relative to 1 µM S1P, basal subtracted. activation, % at 4.5 µM. 0.1% of 60,000 active. AID 373, 2006;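 active means activation above the screen-wide mean plus 3 SD, cut at about 4.5% in these data, passing the limit was not always enough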; further: some compounds called inactive have numbers as strong as hits
Target sequence (Q99500 whole entry, looked up): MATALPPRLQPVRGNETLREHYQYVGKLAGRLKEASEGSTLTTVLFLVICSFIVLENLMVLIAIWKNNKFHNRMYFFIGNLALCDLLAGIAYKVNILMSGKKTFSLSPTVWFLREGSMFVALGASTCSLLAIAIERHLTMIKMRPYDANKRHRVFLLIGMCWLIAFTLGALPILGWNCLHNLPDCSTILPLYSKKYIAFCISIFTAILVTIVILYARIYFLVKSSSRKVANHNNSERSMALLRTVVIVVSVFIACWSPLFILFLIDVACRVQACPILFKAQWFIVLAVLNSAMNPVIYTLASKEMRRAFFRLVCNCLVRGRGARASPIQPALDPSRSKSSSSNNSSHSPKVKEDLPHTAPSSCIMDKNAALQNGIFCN
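Benchmarks: high control 1 µM S1P / System: stable CHO line with human S1P3, Gα16, NFAT-BLA reporter / Dosing: single compound concentration, 4.5 µM final / Timing: 4 h compound at 37 °C, 2 h substrate at RT / Measured by: FRET β-lactamase substrate fluorescence, excitation 405 nm, 460/535 nm emission ratio, background-subtracted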
M1 ag: M1 muscarinic receptor agonists, primary screen, CHO-M1 cells, Fluo-4 calcium, agonist mode. Fluo-4 calcium fluorescence; hits give high values. B-score at 10 µM. 3% of 64,000 active;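 active means fluorescence rise, raw or as B-score row- and column-corrected plate score, outside the 99.7% band of its plate's samples, either direction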
Jurkat tox 60K: cytotoxicity toward Jurkat T cells, primary screen, cytotoxicity control, cell-based, Jurkat E6.1, 60K MLSMR library; Jurkat E6.1 viability, ATP luminescence, 48 h; inhibition, % at 4 µM; 1.2% of 56,000 active;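 active means inhibition above the mean inhibition of all tested compounds plus 3 SD, cut at about 28% in these data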
M1 antagonist: antagonists of rat M1 muscarinic receptor | Muscarinic acetylcholine receptor M1 (Rattus norvegicus), P08482 | AID 628, 2007 | 3.4% of 64,000 active | CHO-M1 cells, Fluo-4 calcium, ACh EC80 antagonist mode; hits give low values | B-score at 10 µM;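 active means calcium fluorescence response, raw or row-and-column corrected B-score, differing from the plate sample mean either way at a set confidence level, mostly lower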
Target sequence (P08482 whole entry, looked up): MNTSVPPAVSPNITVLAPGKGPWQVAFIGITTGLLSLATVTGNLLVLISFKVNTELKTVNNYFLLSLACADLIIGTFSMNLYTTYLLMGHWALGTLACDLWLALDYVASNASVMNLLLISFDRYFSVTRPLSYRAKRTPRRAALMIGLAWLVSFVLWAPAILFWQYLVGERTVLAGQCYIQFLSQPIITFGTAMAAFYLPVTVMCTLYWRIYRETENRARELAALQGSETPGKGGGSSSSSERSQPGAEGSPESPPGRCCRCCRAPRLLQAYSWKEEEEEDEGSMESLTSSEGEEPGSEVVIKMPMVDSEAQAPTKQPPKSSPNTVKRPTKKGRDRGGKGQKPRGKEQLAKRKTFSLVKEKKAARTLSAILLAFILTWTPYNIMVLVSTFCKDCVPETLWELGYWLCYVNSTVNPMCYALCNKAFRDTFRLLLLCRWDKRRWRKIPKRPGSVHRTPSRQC
TNAP act DEA: human TNAP enzyme activators, primary screen, biochemical, luminescent, intermediate phosphate acceptor level; Alkaline phosphatase, tissue-nonspecific isozyme (Homo sapiens), P05186; purified TNAP, CDP-star luminescence, 100 mM DEA, 30 min; hits give high values; scale: 0 levamisole-inhibited, 1 vehicle-only enzyme; activation factor at 20 µM; 64,000 tested, under 10 active; AID 813, 2007;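 active means activation factor of at least 2 at 20 µM, relative to controls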
E coli RNAP: E. coli RNAP inhibitors, biochemical; DNA-directed RNA polymerase subunit beta (Escherichia coli (strain K12)), P0A8V2; E. coli RNA polymerase, fluorescence transcription assay; inhibition, %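 (tested at 10 µM)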; 0.2% of 62,000 active; in the data active means inhibition above about 20%;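 further: 0% = enzyme without compound and 100% = no enzyme blank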
* = called active by the depositor; · = not tested or not shown. Compounds as they come; about 12% have a hit in one of these screens.

SMILES	S1P1 ag pot	D1 mod	HEK293 NFkB inh	S1P3 ag	M1 ag	Jurkat tox 60K	M1 antagonist	TNAP act DEA	E coli RNAP
O=C(O)CSC12CC3CC(C1)CC(C(=O)O)(C3)C2	-65	-0.077	24	-0.5	0.42	5	0.72	0.9	-1
COc1cc(C(=O)OCC(=O)N(C)Cc2ccccc2)cc(OC)c1OC	-15	0.77	19	0.3	0.14	-4	0.64	1	9
NC(=O)c1ccc(-n2nnnc2Oc2ccccc2)cc1	0	0.64	15	-0.9	0.18	-4	0.36	0.9	12
COC(=O)CSc1nnc(C)c(=O)[nH]1	-3	·	·	-0.5	-0.32	·	-0.93	0.9	12
O=C(Nc1nc2n(n1)C(c1ccccc1)CC(c1ccc(Cl)cc1)N2)c1ccco1 (configuration not stated)	-3	0.34	15	0.2	-0.095	-7	0.11	1	-4
CCc1nc(SCc2cccnc2)c(C#N)cc1C	3	·	·	-2.7	0.96	·	-0.2	0.8	8
CCOC(=O)c1ccccc1NC(=O)COC(=O)C1=COCCO1	·	2.2	20	·	-0.89	·	0.62	0.9	-11
CCOc1ccc(-c2nc(S(=O)(=O)c3ccccc3)c(NCc3cccnc3)o2)cc1	-10	5.7*	27	-0.8	-0.18	3	-0.58	0.9	9
COc1nc2ccccc2c(=O)n1OCC(C)C	6	1.4	20	-1.3	-1.1	0	-0.0015	0.9	1
CC(C)Cc1ccc(S(=O)(=O)N2CCN(C(=O)c3ccco3)CC2)cc1	·	-1	9	-0.6	-0.27	6	-0.94	0.9	2
Cc1cc(C)n2nc(C(=O)N3CCOCC3)nc2n1	1	-0.77	14	-1.0	-0.88	-4	-0.27	1	7
O=C(NCc1ccco1)c1cc(-c2ccco2)on1	0	0.67	-1	-1.0	0.12	-4	-0.0091	0.9	8
CCN1CCCC1CNC(=O)C1CCCN(S(=O)(=O)c2cccc3nsnc23)C1 (configuration not stated)	21	-0.61	10	-1.5	-0.32	-7	-0.47	1	3
COc1ccc(NC(=O)c2c(OC)cccc2OC)c(OC)c1	12	1.8	24	-1.6	0.1	0	1.3	0.9	-1
Cc1cc(C(=O)CN2C(=O)NC3(CCCc4ccccc43)C2=O)c(C)n1Cc1cccs1 (configuration not stated)	-6	-0.61	2	-0.6	-0.27	8	-0.42	0.9	2
COc1ccc(OCC(O)CN2C(=O)c3ccccc3S2(=O)=O)cc1 (configuration not stated)	21	-0.041	8	-2.3	-0.009	-5	0.39	0.9	·
CCOC(=O)c1ccc(NC(=O)Cn2cc3c(n2)CCC(C)C3)cc1 (configuration not stated)	-29	0.18	0	-0.3	0.59	-2	-0.43	0.9	8
C=CCn1c(=O)/c(=C\c2ccsc2)s/c1=C(/C#N)C(=O)NCCN1CCOCC1	-12	·	6	-0.1	3.1	-3	-0.27	1	-1
CCCc1[nH]nc2c1C(c1ccc(OC)c(Cn3nc(C)c(Br)c3C)c1)C(C#N)=C(N)O2 (configuration not stated)	-36	0.96	22	-0.7	0.012	4	-0.53	1	3
COC(=O)CSc1nsc(SCC(=O)OC)n1	0	-0.35	15	-0.3	0.16	-10	0.29	0.9	5
CCOc1ccc(S(=O)(=O)NCCC(=O)OC(C)C(=O)N2CCc3ccccc32)cc1 (configuration not stated)	17	-0.64	21	-0.6	2.7	10	-0.7	0.9	·
CCn1nnnc1Oc1ccc(Cl)cc1	-6	0.88	7	0.3	-0.22	-9	-0.24	0.9	8
CCOC(=O)N1CCN(c2cc(=O)n(-c3ccc(OC)cc3)c(=O)[nH]2)CC1	5	-0.67	-1	-0.8	0.29	-7	0.26	0.9	6
Cc1onc(-c2c(F)cccc2Cl)c1C(=O)Nc1nc2c(s1)CCCC2	-7	·	7	0.7	-0.27	-8	0.014	0.8	9
Cc1nc(=O)c(-c2ccccc2)c(C)n1-c1ccc(S(N)(=O)=O)cc1	6	·	·	0.1	-0.49	·	0.45	0.8	13
COc1ccc(Cl)cc1NC(=O)c1ccco1	0	-0.17	6	-0.3	-0.49	-3	0.53	1	7
CCc1cc2c(=O)c(-c3ccon3)c(N)oc2cc1OC	-16	-0.14	-7	-0.4	0.19	7	-0.047	1	5
Cc1cccc(NC(=O)c2cnc3n(c2=O)CCS3)c1	6	0.43	-21	-0.5	-0.18	7	0.15	·	·
COc1ccc(Cl)cc1-c1n[nH]c(=S)o1	·	0.34	12	-0.5	0.43	-2	1.2	0.9	8
CCCOC(=O)NC(CC)COC(=O)Nc1cc(C)ccc1C (configuration not stated)	6	-0.065	13	-0.6	2.6	-6	-0.3	1	2
O=C1c2oc3ccccc3c(=O)c2C(c2cccs2)N1CCCN1CCOCC1 (configuration not stated)	-13	0.0065	3	-0.4	0.24	-10	0.089	1	9
CN(C)c1ccc(/C=N/n2ncc3ccccc32)cc1	·	-3.4*	-30	·	-0.038	·	0.013	1	-2
O=C(COC(=O)c1ccco1)Nc1cccc(Br)c1	·	0.021	18	·	1.2	·	0.62	0.9	·
COc1ccccc1NC(=O)CN1C(=O)CCS(=O)(=O)c2ccccc21	·	·	20	·	0.093	·	-0.21	0.9	-8
O=C(NCCn1cc(SCC(=O)N2CCOCC2)c2ccccc21)c1ccccc1	-11	·	14	-1.1	-0.2	4	0.16	1	-3
CCOC(=O)c1sc(C)c2c1NC(C)(c1cccs1)NC2=O (configuration not stated)	-14	0.63	13	0.4	0.71	8	0.42	0.9	-8
CCN(CC)S(=O)(=O)c1cccc(-c2nnc(SCC(=O)NC)n2CCc2ccccc2)c1	0	0.27	9	0.4	0.86	-10	-0.024	0.9	·
O=C(NCc1ccccn1)C1CCCN(S(=O)(=O)c2cccc3nsnc23)C1 (configuration not stated)	-8	2.4	12	1.4	-0.19	-2	0.038	1	5
CCOC(=O)N1CCC(NC(=O)CN2C(=O)COc3ccc(C(C)(C)C)cc32)CC1	9	-0.18	9	1.7	-0.21	-3	-0.08	1	11
COc1ccc(C(=O)C(c2ccccc2)N2CCOCC2)cc1 (configuration not stated)	-18	-1.3	2	-1.3	0.013	-1	0.37	0.9	8

2 records picked at random from the list so far:
SMILES	S1P1 ag pot	D1 mod	HEK293 NFkB inh	S1P3 ag	M1 ag	Jurkat tox 60K	M1 antagonist	TNAP act DEA	E coli RNAP
COc1ccc(OCC(O)CN2C(=O)c3ccccc3S2(=O)=O)cc1 (configuration not stated)	21	-0.041	8	-2.3	-0.009	-5	0.39	0.9	·
COc1ccc(Cl)cc1-c1n[nH]c(=S)o1	·	0.34	12	-0.5	0.43	-2	1.2	0.9	8

Continuation:
SMILES	S1P1 ag pot	D1 mod	HEK293 NFkB inh	S1P3 ag	M1 ag	Jurkat tox 60K	M1 antagonist	TNAP act DEA	E coli RNAP
Nc1nnc(SCc2ccc3c(c2)OCO3)s1	-2	0.29	8	0.5	0.017	-6	0.13	1	5
Cc1cc(C)n2nc[n+](C)c2n1	-4	-0.72	13	-0.9	-0.7	6	0.4	0.9	2
C=CCn1c(Cc2c[nH]c3ccccc23)n[nH]c1=S	13	0.023	-5	-1.3	0.36	1	0.12	1	-1
CC1(C)CCCC2=C1CC1C(=O)N(c3ccccc3)C(=O)C1C2 (configuration not stated)	12	0.78	10	-0.8	-0.0082	7	-0.084	1.1	2
CCOCCCNC(=O)c1cccs1	-9	1	-2	0.2	0.057	-4	0.24	0.9	2
O=C(NCc1ccco1)C(c1ccccc1)N(Cc1cccnc1)C(=O)Cn1nnc2ccccc21 (configuration not stated)	14	·	9	-0.5	-0.036	6	0.19	1.1	2
O=C(Nc1cnc2ccccc2c1)c1cccnc1	-41	-3.9	-9	-0.4	0.22	-8	0.51	0.8	1
O=C(NC1CC2CCC1C2)C1CCN(S(=O)(=O)c2ccc(-c3nn[nH]n3)cc2)CC1 (configuration not stated)	6	-0.84	20	0.1	0.025	1	0.079	0.9	-2
CCOc1ccc(N(C)S(=O)(=O)c2ccc3[nH]cc(C(=O)NCC4CCCO4)c(=O)c3c2)cc1 (configuration not stated)	18	-1.4	12	-0.9	-0.8	17	-0.12	0.9	2
COc1cccc(C(=O)OCCN2C(=O)c3ccccc3C2=O)c1OC	-14	3.1*	2	-0.8	-0.82	-9	0.59	1	8
Cn1nnnc1SCc1ccc(C(=O)Nc2nccs2)cc1	3	-0.8	5	-0.8	-0.45	-6	0.94	0.9	2
CC1(C)Cc2noc(N)c2C(C)(C)N1OC(=O)c1cccs1	4	-0.15	14	-0.8	1.2	7	-0.079	0.9	5
O=C(Nc1ccc2c(c1)OCO2)C1CCN(S(=O)(=O)c2cccs2)CC1	·	0.064	17	·	-0.14	·	0.25	0.8	3
CN(C)c1ccc(CNC23CN4CN(CN(C4)C2)C3)cc1	-10	-0.27	10	-0.7	-0.035	-1	-1.4	0.9	1

Reformatted as comma-separated lines: twelve of the compounds above.
SMILES,S1P1 ag pot,D1 mod,HEK293 NFkB inh,S1P3 ag,M1 ag,Jurkat tox 60K,M1 antagonist,TNAP act DEA,E coli RNAP
C=CCn1c(Cc2c[nH]c3ccccc23)n[nH]c1=S,13,0.023,-5,-1.3,0.36,1,0.12,1,-1
CC1(C)CCCC2=C1CC1C(=O)N(c3ccccc3)C(=O)C1C2 (configuration not stated),12,0.78,10,-0.8,-0.0082,7,-0.084,1.1,2
CCOCCCNC(=O)c1cccs1,-9,1,-2,0.2,0.057,-4,0.24,0.9,2
O=C(NCc1ccco1)C(c1ccccc1)N(Cc1cccnc1)C(=O)Cn1nnc2ccccc21 (configuration not stated),14,·,9,-0.5,-0.036,6,0.19,1.1,2
O=C(Nc1cnc2ccccc2c1)c1cccnc1,-41,-3.9,-9,-0.4,0.22,-8,0.51,0.8,1
O=C(NC1CC2CCC1C2)C1CCN(S(=O)(=O)c2ccc(-c3nn[nH]n3)cc2)CC1 (configuration not stated),6,-0.84,20,0.1,0.025,1,0.079,0.9,-2
CCOc1ccc(N(C)S(=O)(=O)c2ccc3[nH]cc(C(=O)NCC4CCCO4)c(=O)c3c2)cc1 (configuration not stated),18,-1.4,12,-0.9,-0.8,17,-0.12,0.9,2
COc1cccc(C(=O)OCCN2C(=O)c3ccccc3C2=O)c1OC,-14,3.1*,2,-0.8,-0.82,-9,0.59,1,8
Cn1nnnc1SCc1ccc(C(=O)Nc2nccs2)cc1,3,-0.8,5,-0.8,-0.45,-6,0.94,0.9,2
CC1(C)Cc2noc(N)c2C(C)(C)N1OC(=O)c1cccs1,4,-0.15,14,-0.8,1.2,7,-0.079,0.9,5
O=C(Nc1ccc2c(c1)OCO2)C1CCN(S(=O)(=O)c2cccs2)CC1,·,0.064,17,·,-0.14,·,0.25,0.8,3
CN(C)c1ccc(CNC23CN4CN(CN(C4)C2)C3)cc1,-10,-0.27,10,-0.7,-0.035,-1,-1.4,0.9,1
